Runt-CBFb FRET: inhibitors of RUNX1 Runt–CBFb binding, primary screen, biochemical, FRET, Cerulean-Runt, Venus-CBFb, uHTS. inhibition, % at 20 µM. actives 0.46% (n = 220,000). Cerulean-Runt/Venus-CBFb FRET ratio 530/480, 1 h;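 active means inhibition over about 50% at 20 µM in the single-dose screen, limit read from the data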;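 further: 0% = DMSO wells and 100% = excess unlabeled CBFb competitor control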
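Buffer or medium: Tris pH 7.5 buffer with BSA. Assay system: Cerulean-labeled Runt domain protein. Amount: each fluorescent fusion protein 100 nM. Read-out basis: loss of energy transfer signal. Incubation: 1 h compound exposure, room temperature. Probe or stimulus: Venus-CBFb binding partner, 100 nM. Detection: FRET, excitation 422 nm, emission at 530 and 480 nm.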
L929 necroptosis: inhibitors of zVAD-triggered necroptosis, primary screen, L929 cells; actives 0.38% (n = 220,000); L929 zVAD necroptosis rescue, ATP luminescence, 24 h; with zVAD 60 µM; AID 1377, 2008; viability rescue, % at 10 µM;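 active means activation, scaled between plate controls, above about 75%, limit read from the data; inactive means activation under that limit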;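 further: 0% = zVAD with DMSO and 100% = DMSO alone without zVAD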
EP2 antag: human EP2 receptor antagonists, primary screen, TR-FRET cAMP, C6 glioma cells | Prostaglandin E2 receptor EP2 subtype (Homo sapiens), P43116 | C6 glioma cells expressing human EP2; cells stimulated with saturating PGE2 | inhibition, % at 25 µM | actives 0.52% (n = 260,000);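 active means percent inhibition above 40 after rounding to a whole number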;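 further: rat C6 glioma host cells with rolipram phosphodiesterase inhibitor present; the protocol text gives 20 µM as final concentration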
RBBP9 inhibitor: human RBBP9 inhibitors, primary screen, biochemical, fluorescence polarization, FP-Rh probe, HTS. inhibition, % at 7.94 µM. actives 0.2% (n = 220,000). recombinant RBBP9;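 active means inhibition above the campaign mean of all tested compounds plus 3 SD, cut at about 14% in these data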;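 further: plate controls were DMSO wells with RBBP9 for no effect and wells lacking RBBP9 protein for full effect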
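Material: RBBP9 protein. Amount: RBBP9 at 2.5 µM in dispensed solution, before mixing. Schedule: 30 min then 45 min, 25 °C. Medium: Tris buffer pH 8.0, NaCl, Pluronic. Measured by: fluorescence polarization. Measure: percent inhibition from mP, scaled between DMSO and no-protein wells. Replication: one well per compound.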
EP2 mod: EP2 receptor modulators, cAMP readout, primary screen, cell-based, HTRF cAMP, PGE2 stimulation. induction, % at 25 µM. EP2-expressing cells, cAMP HTRF FRET, PGE2 co-stimulation. Prostaglandin E2 receptor EP2 subtype (Homo sapiens), P43116. AID 940, 2007. actives 0.83% (n = 260,000);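 active means compounds whose cAMP rise, as percent of the full-agonist control response, exceeds 60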;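 further: rat C6 glioma line stably carrying human EP2 under a CMV promoter; the protocol text gives 20 µM as final concentration; 100% = response of wells given 1 µM PGE2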
PERK inhibitor: block of dimerizer-induced PERK translation repression, primary screen, PERK inhibitor project, CHO PERK-DD cells, SEAP luminescence, HTS. actives 0.17% (n = 220,000). CHO PERK-DD fusion, SEAP luminescence translation reporter. Eukaryotic translation initiation factor 2-alpha kinase 3 (Homo sapiens), Q9NZJ5. inhibition, % at 5.6 µM;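 active means inhibition above the mean inhibition of all tested compounds plus 3 SD, set separately per screening campaign, cut at about 2.9% in these data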;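 further: PERK kinase domain activated by AP20187 dimerizer at 100 nM; 0% = DMSO with dimerizer and 100% = rapamycin at 8.4 µM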
Target sequence (Q9NZJ5 whole entry, looked up, the tested form may be a part): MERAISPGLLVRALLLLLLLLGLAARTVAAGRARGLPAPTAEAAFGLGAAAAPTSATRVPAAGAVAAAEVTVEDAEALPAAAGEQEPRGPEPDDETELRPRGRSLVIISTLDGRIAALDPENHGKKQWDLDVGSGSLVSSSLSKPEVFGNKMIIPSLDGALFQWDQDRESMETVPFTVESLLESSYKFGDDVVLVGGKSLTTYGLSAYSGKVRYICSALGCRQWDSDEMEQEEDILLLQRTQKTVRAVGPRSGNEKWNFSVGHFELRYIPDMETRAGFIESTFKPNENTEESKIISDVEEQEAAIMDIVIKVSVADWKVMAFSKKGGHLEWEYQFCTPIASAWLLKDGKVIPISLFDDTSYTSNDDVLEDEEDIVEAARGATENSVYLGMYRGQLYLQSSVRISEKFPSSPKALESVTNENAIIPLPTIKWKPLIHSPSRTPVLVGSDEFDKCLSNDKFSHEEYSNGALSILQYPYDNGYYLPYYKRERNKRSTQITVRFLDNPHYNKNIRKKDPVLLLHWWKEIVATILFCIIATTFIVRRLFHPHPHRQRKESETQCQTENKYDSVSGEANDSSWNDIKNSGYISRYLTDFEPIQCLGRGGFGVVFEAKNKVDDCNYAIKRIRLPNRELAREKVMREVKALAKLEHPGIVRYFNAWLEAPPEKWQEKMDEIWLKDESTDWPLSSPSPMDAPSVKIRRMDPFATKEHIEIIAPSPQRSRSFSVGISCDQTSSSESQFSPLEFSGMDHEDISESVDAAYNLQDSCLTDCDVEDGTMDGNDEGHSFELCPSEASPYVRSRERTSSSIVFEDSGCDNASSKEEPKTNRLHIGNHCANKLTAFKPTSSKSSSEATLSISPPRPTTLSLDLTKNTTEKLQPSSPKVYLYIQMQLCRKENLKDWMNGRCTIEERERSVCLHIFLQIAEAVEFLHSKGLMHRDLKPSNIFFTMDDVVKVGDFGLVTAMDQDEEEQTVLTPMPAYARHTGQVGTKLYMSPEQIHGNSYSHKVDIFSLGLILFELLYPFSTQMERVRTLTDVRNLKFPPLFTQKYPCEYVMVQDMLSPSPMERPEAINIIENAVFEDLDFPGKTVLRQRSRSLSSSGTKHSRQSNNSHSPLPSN
Hck Nef HTS: inhibitors of Nef-activated human Hck kinase, primary screen, biochemical, Z-Lyte FRET, 384-well, Hck-YEEI | Tyrosine-protein kinase HCK (Homo sapiens), P08631 | Recombinant Hck-YEEI plus Nef, Z-Lyte FRET kinase assay | inhibition, % at 20 µM | actives 0.68% (n = 220,000) | AID 463187, 2010;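 active means Hck-Nef kinase inhibition above about 50%, limit read from the data; inactive means inhibition below that limit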;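 further: 0% = DMSO with Hck plus Nef and 100% = Hck alone without Nef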
Runt-SMMHC FRET: inhibitors of RUNX1 Runt–CBFb-SMMHC binding, primary screen, biochemical, FRET, Cerulean-Runt, Venus-CBFb-SMMHC, uHTS | Runt-related transcription factor 1 (Homo sapiens) + Core-binding factor subunit beta … | Cerulean-Runt/Venus-CBFb-SMMHC FRET ratio 530/480, 1 h | inhibition, % at 20 µM | actives 0.74% (n = 220,000) | AID 1434, 2008;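 active means mean inhibition across duplicate retests at 20 µM reaching about 50%, limit read from the data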;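 further: 0% = DMSO wells and 100% = wells with excess untagged CBFb-SMMHC; inhibitors lower the FRET ratio by blocking Runt binding to CBFb-SMMHC; some results filed as inactive read as strong as hits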
TNF death inh: inhibitors of TNF-alpha triggered necroptosis, primary screen, cell-based, Jurkat FADD-/-, single concentration | Jurkat FADD-/- TNF necroptosis rescue, ATP luminescence, 24 h; 0 = TNF only, 100 = no-TNF cells | activation (protection from cell death), % at 10 µM | actives 0.068% (n = 220,000);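 active means activation, meaning protection from cell death, of at least 50% relative to plate controls; inactive means activation below 50%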;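 further: necroptosis triggered by 40 ng/mL TNF-alpha added together with compound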
An asterisk follows results filed as active; x = not tested or not shown; & = joins results of further samples.

SMILES	Runt-CBFb FRET	L929 necroptosis	EP2 antag	RBBP9 inhibitor	EP2 mod	PERK inhibitor	Hck Nef HTS	Runt-SMMHC FRET	TNF death inh
O=C1CCC(c2ccccc2)N1C(=O)c1cccnc1 (stereo unspecified)	-2	0.3	5	-7	20	0.2	7	0	-2.3
CCN1/C(=C(\O)c2ccccc2)C(=O)c2ccccc2S1(=O)=O	1	-0.4	12	2	14	0.5	1	1	-3.6
COc1cccc2[nH]c3c(N4CCC5(CC4)OCCO5)ncnc3c12	1	1.1	10	-7	-30	-1.6	18	0	4.0
Cc1ccc(NC(=O)c2cc3c(s2)CCCC3)cc1	1	3.7	7	-12	-41	0.0	-29	0	0.2
O=C(O)CC(Cc1ccccc1)C(=O)Nc1ccc([N+](=O)[O-])cc1 (stereo unspecified)	-1	1.7	6	-11	18	0.7	1	0	1.3
S=C(Nc1ccc(Nc2ccccc2)cc1)NN1CCOCC1	0	0.2	10	0	-40	1.3	16	1	-0.4
CC(C)(C)NC(=O)c1ccc2c(c1)C1C3CCC(C3)C1C(c1ccccc1)N2 (stereo unspecified)	2	19	6	-3	-1	-0.7	1	5	1.7
O=C1c2ccccc2C(=O)N1CCSc1nncs1	-1	0.2	4	-1	17	0.1	2	0	0.1
COc1ccc(C(=O)C2CCCN(Cc3cnc(N4CCCC4)s3)C2)cc1OC (stereo unspecified)	2	39	5	2	0	1.0	-1	0	3.9
CCn1c(SCC(=O)NC(C)(C)C)nc(O)cc1=O	-1	-0.1	14	-16	4	0.7	1	3	-2.8
OCCNCc1cc(Br)ccc1OCc1ccccc1	1	1.7	9	0	-1	0.4	3	-4	0.0
Cc1cc(C)c(C)c(OCCOCCN2CCN(C)CC2)c1	-1	-0.2	10	-7	22	0.1	1	1	4.5
Cc1cccc2c3c([nH]c12)C(=O)CC(C)(C)S3	9	8.6	12	-4	13	1.4	15	22	-0.2
Cc1ccc(OC(C)C(=O)N2CCCc3ccccc32)cc1 (stereo unspecified)	2	-0.5	3	7	6	-1.7	2	-6	0.0
Cc1cccc(CC2CC(=O)N(C3CCCCC3)C2=O)c1 (stereo unspecified)	1	-0.2	8	-1	33	0.2	0	-3	2.5
[O-]/[N+](=C\c1ccncc1)c1ccccc1	2	0.3	x	-6	-12	1.2	0	3	-4.0
CCCOc1ccc(N2C(=O)C3ON(c4ccccc4)C(CCC)C3C2=O)cc1 (stereo unspecified)	0	-0.2	1	5	30	-1.0	-1	0	-0.2
O=C(O)CCc1nn2c3ccccc3n(CC(=O)c3ccccc3)c2nc1=O	1	0.2	9	11	30	1.7	-3	0	0.1
Cc1ccc(N2C(=O)S/C(=C/c3cn(C)c4ccccc34)C2=O)cc1	-9	9.5	x	-2	33	1.4	4	-29	1.0
O=C(Nc1ccc(F)cc1F)c1cc2ncc(Br)cn2n1	2	1.1	6	-3	13	1.0	16	-1	-1.0
COc1ccc(-c2[nH]c3ccccc3c2SCCNC(=O)c2ccccc2)cc1	-3	x	5	-10	13	-0.6	-13	0	1.8
COc1ccc(CC(=O)n2[nH]c(=O)ccc2=O)cc1OC	16	0.0	4	-11	-8	-0.6	-168	40	-0.2
Cc1[nH]c(=O)c(C#N)c(C)c1Cc1ccc(Cl)cc1Cl	2	1.3	7	1	40	1.7	0	-6	1.6
CCOC(=O)c1sc(=S)n(C)c1NC(=O)c1cccc(Br)c1	17	-0.6	6	-4	-25	0.1	0	6	-0.5
CN(C(=O)CN1CCC(NC(=O)C2CCCCC2)CC1)C1CCCCC1	2	-0.1	3	-4	16	-0.4	0	-1	-3.2
Fc1ccc(C2c3cccn3CCN2C(=S)Nc2cccc(F)c2)cc1 (stereo unspecified)	3	-0.7	11	-7	-114	0.8	20	7	0.1
COc1ccc(CN2C3CCCC2CC(NC(=O)Nc2cccc(C)c2)C3)cc1 (stereo unspecified)	1	0.6	10	-3	-68	-0.7	1	-6	-0.3
CCN(CC)CCNc1ncnc2c1[nH]c1ccc(OC)cc12	x	3.4	6	0	-28	0.1	3	x	7.8
COc1ccccc1NC(=O)CC1C(=O)NCCN1C(=O)Nc1ccc(Cl)c(Cl)c1 (stereo unspecified)	-4	0.0	9	-8	-53	-1.2	1	-3	-0.6
O=C(NCCc1cccc(F)c1)/C(=C/c1cccnc1)NC(=O)c1ccccc1	3	x	8	-9	26	-0.1	3	-2	0.7
CCCCc1ccc(NC(=O)N[C@H](C(=O)O)C(C)CC)cc1 (stereo partly specified)	-1	0.0	17	0	0	0.6	0	-2	-1.3
Cc1ccc2nsnc2c1NC(=O)c1ccccc1[N+](=O)[O-]	0	0.1	10	-9	17	0.1	2	1	-1.0
CCc1nc2c(c(SC)nn2-c2ccccc2)c(N)c1C(=O)OC	-4	0.0	10	-7	38	-0.5	-1	-7	-0.5
Cc1ccc(NC(=O)C2CC(=O)OC23CCOC(C)(C)C3)cc1 (stereo unspecified)	1	0.1	10	-1	22	1.2	-2	-3	0.2
O=C(CCn1c(=O)oc2ccccc21)n1c(=O)oc2ccccc21	-2	0.1	0	9	10	1.2	-1	-1	-3.0
COCCCN(CCC#N)C(=O)c1c(-c2c(Cl)cccc2Cl)noc1C	2	-1.0	3	7	3	-0.2	6	1	2.4
Cn1c(NC(=O)COc2ccccc2)cc(=O)n(C)c1=O	x	-0.2	7	-9	23	0.1	1	0	-1.0
CCCCCC(=O)NC(=S)Nc1cccc(C(C)=O)c1	-2	0.7	7	-12	6	-0.3	3	-2	2.0
N#Cc1cccc(-n2c(-c3ccccc3)nnc2-c2ccccc2)c1C#N	1	0.1	9	-5	18	-0.8	1	1	-0.7
CC(=O)c1cc(-c2ccccc2)n(CC(=O)N2CCN(C3CCCC3)CC2)c1C	-2	-0.7	10	-10	13	-0.9	5	-2	-0.9
Cc1sc(Nc2ccc([N+](=O)[O-])cc2)nc1-c1c(C)n(C)n(-c2ccccc2)c1=O	-4	-0.3	9	-8	4	0.0	0	-2	-9.9
Cc1ccc(N(CC(O)CN2CCCC2)S(=O)(=O)c2ccc(C)cc2)cc1 (stereo unspecified)	-2	0.6	x	-6	-12	-0.8	1	0	0.4
CCOC(=O)c1cnc2c([N+](=O)[O-])cnn2c1C	0	12	10	2	26	1.3	12	-6	0.6
OC(COC(c1ccccc1)c1ccccc1)CN1CCOCC1 (stereo unspecified)	0	-0.2	3	-2	-5	0.1	19	3	-0.1
CC1(C)Oc2ccc(/C=C/C(=O)N3CCOCC3)c(O)c2C(N2CCOCC2)C1O (stereo unspecified)	0	0.9	10&8	-3	2&40	1.1	2	-7	0.0
CCOC(=O)c1cc(-c2ccc(Cl)cc2)nc2c1c(=O)[nH]c(=O)n2CCOC	-3	-0.7	1	3	6	0.4	14	-2	-1.7
O=C(NCc1ccccc1)c1ccccc1C(=O)c1ncc[nH]1	1	-0.7	6	0	14	0.4	6	2	-0.8
COC(=O)c1cc(=O)n(CCc2ccccc2)c(=Nc2ccc(F)cc2)s1	-1	-1.0	8	0	25	0.3	3	-2	-3.0
Nc1nnnn1/N=C/C(Br)=C/c1ccccc1	3	116*	19	-5	-15	-1.4	-1	3	-17
Cc1ccc(-n2c(SCC(=O)NCc3ccco3)nnc2-c2cccnc2)c(C)c1	x	-0.6	7	-14	-4	-0.9	1	x	-5.2
COc1cc(Br)cc(C2C3=C(CCCC3=O)N(c3ccc(F)cc3)C3=C2C(=O)CCC3)c1O	1	-0.6	10	-10	32	1.8	3	4	-4.5
O=C(NNC1=NCCCCC1)Nc1ccc(Cl)cc1	0	0.2	17	0	-36	2.0	13	0	3.0
Clc1ccc(-c2nnc(SCc3nc4ccccc4[nH]3)o2)c(Cl)c1	0	1.0	-1	-1	-36	-0.9	-11	2	0.4
C=CCC(CC)C(=O)NC(=O)N1CCCc2ccccc21 (stereo unspecified)	0	0.3	15	-5	10	2.4	6	-5	4.4
NC(=NC(=O)c1cccc(C(F)(F)F)c1)c1ccc(C(F)(F)F)cn1	-3	-0.1	9	-10	14	0.8	-8	-2	1.7
O=C(Nc1ccc(Oc2ccc(Cl)cc2)cc1)c1ncn[nH]1	-2	0.7	11	1	-6	0.4	0	4	-3.7
O=C(c1c(F)cccc1F)N(Cc1ccccn1)C1CC1	1	0.3	7	3	21	0.7	-21	-4	0.8
O=c1c(S(=O)(=O)c2ccc(Cl)cc2)cn(Cc2ccccc2F)c2ccc(F)cc12	4	0.4	10	-4	-4	0.3	1	0	2.4
Cc1cc(C(=O)OCC(=O)c2ccc(Br)s2)no1	0	-0.3	27	-14	25	-0.6	-1	-2	-2.8
Cc1ccc(OCC(=O)N/N=C\c2ccc(C)o2)c([N+](=O)[O-])c1	x	1.5	3	-1	-33	0.1	-4	3	1.2

Following part
SMILES	Runt-CBFb FRET	L929 necroptosis	EP2 antag	RBBP9 inhibitor	EP2 mod	PERK inhibitor	Hck Nef HTS	Runt-SMMHC FRET	TNF death inh
CCc1ccc(NC2=NC(C(=O)c3ccccc3)CC(=O)N2)cc1 (stereo unspecified)	-1	-0.2	15	-3	32	0.1	5	7	-1.1
CCOc1ccc(NC(=O)CN(C)S(=O)(=O)c2cnc[nH]2)cc1	-18	5.9	10	3	23	0.8	21	-2	0.5
O=C(NCc1cn2ccccc2n1)c1ccc(Br)o1	0	0.7	7	1	-4	1.3	1	-1	2.8
O=C(OCc1cc(=O)n2c(n1)sc1ccccc12)c1ccc(O)cc1O	-3	1.2	6	-9	-2	0.2	38	-7	-0.1
Cc1nnsc1C(=O)Nc1cccc(Cl)c1C	2	2.0	1	5	18	1.9	-38	-1	5.6
CCC(=O)N1N=C2CC(C)(C)OCC2C1c1ccccc1 (stereo unspecified)	-3	-0.9	7	-5	5	0.8	4	2	1.5

Screens: PubChem BioAssay, several laboratories

A portion of the library; count on the stated rates, not on these rows.
